# Screening results as filed in PubChem.
# L major viab: Leishmania major promastigote growth inhibition, primary screen. Leishmania major promastigotes, resazurin fluorescence viability. 9% of 200,000 active. inhibition, % at 10 µM. AID 1063, 2008;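 also: promastigotes grown with compound for 44 hours at 28 °C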
# Hsp70 activator: Hsp70 transcriptional activators, primary screen, cell-based, HeLa, Hsp70 promoter luciferase, luminescence, 10 µM | HeLa Hsp70 promoter luciferase reporter; scaled: vehicle 0, proteasome-inhibitor control 100% | activation, % at 10 µM | 0.04% of 200,000 active | AID 1203, 2008;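 active = activation above the mean across all tested compounds plus 3 SD, cutoff set per campaign, cut at about 5.5% in these data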;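 also: 100% = MG132 at 30 µM as the positive control and 0% = DMSO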
# Diaph act CS: compounds boosting diaphorase resazurin reduction – biochemical, uHTS, resorufin fluorescence, counter-screen for diaphorase-coupled primary assays, primary screen; Diaphorase/resazurin coupled assay, 16 min; stronger effect = higher value; 1 = vehicle wells, 0 = NADH-free wells; activation factor at 20 µM; 0.005% of 190,000 active;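 active = diaphorase activity raised at least twofold by the compound at 20 µM; inactive = activation factor below 2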
#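 Test system: Clostridium kluyveri diaphorase, purified enzyme; input: enzyme 0.07 U/mL final; buffer or medium: 50 mM HEPES pH 7.4 with 4.542 mM MgCl2, 0.005% Tween 20; also added: 0.114 mM NADH and 0.1 mM resazurin, final amounts; schedule: 16 min enzyme reaction, ambient temperature; technique: fluorescence of resorufin, 544 nm excitation, 590 nm emission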
# Diaph inh CS: diaphorase inhibitors and chemical oxidizers, primary screen, counter-screen for diaphorase-coupled primary assays, biochemical, uHTS, resorufin fluorescence; diaphorase resazurin-to-resorufin fluorescence, NADH, 16 min; bacterial (C. kluyveri) enzyme, not human; inhibition, % at 20 µM; 0.69% of 190,000 active;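 active = primary screen inhibition at 20 µM above a set limit, cut at about 50% in these data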;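 also: plate controls were DMSO with full reaction for no effect and wells lacking NADH for full effect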
#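 Assay system: diaphorase enzyme from Clostridium kluyveri; Input: enzyme working solution with 0.14 U/mL diaphorase; Timing: 16 min at room temperature; Technique: resorufin fluorescence, excitation 544 nm, emission 590 nm; Benchmarks: positive control minus NADH, DMSO neutral control.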
# S1P3 antagonist: S1P3 receptor antagonists, primary screen, cell-based; Sphingosine 1-phosphate receptor 3 (Homo sapiens), Q99500; CHO S1P3 NFAT-BLA reporter, FRET fluorescence, antagonist mode; inhibition, % at 4.98 µM; 0.27% of 170,000 active;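 active = inhibition above the plate cutoff, the mean inhibition of test wells on that plate plus 3 SD, cut at about 28% in these data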;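 also: cells challenged with S1P at its EC80 of 0.8 µM; blue over green emission ratio from cleaved BLA substrate after 4 h stimulation; 0% = S1P-stimulated wells and 100% = unstimulated DMSO-only wells; some compounds past the cut are filed as inactive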
# Target sequence (Q99500 whole entry, looked up): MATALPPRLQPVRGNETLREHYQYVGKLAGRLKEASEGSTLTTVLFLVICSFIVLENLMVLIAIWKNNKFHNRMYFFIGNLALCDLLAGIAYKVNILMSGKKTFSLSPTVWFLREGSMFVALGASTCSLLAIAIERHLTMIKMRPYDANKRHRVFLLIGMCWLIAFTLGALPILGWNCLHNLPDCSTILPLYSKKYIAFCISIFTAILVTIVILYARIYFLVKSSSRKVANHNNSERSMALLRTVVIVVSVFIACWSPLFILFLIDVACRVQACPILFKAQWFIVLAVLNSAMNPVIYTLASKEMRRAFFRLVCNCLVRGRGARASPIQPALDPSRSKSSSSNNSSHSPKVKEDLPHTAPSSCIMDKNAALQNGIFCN
# PMI activator: activators of human PMI, primary screen, biochemical, fluorescence intensity, near-Km mannose 6-phosphate; purified human PMI, coupled resazurin fluorescence, 20 min; stronger effect = higher value; 1 = vehicle control, 0 substrate-free wells; Mannose-6-phosphate isomerase (Homo sapiens), P34949; AID 1214, 2008; 0.005% of 190,000 active; activation factor at 20 µM;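 active = activation factor of 2 or more at 20 µM, relative to plate controls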
# Target sequence (P34949 whole entry, looked up): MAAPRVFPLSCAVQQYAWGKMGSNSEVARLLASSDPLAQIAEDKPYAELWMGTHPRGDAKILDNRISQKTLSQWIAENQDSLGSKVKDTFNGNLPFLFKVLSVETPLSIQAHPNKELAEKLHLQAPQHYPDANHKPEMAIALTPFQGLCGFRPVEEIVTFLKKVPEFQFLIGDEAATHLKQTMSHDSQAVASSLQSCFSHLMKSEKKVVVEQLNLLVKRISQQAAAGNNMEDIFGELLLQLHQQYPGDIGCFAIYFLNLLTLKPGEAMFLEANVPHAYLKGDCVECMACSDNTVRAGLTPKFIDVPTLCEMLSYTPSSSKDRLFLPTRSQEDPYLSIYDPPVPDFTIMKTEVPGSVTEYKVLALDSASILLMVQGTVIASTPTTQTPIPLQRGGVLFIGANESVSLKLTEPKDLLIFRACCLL
# RAM network inh: inhibitors of the yeast RAM network, primary screen, dse1pr::URA3 reporter, 5-FOA selection; S. cerevisiae dse1pr::URA3 reporter, 5-FOA growth OD615, 2 d; analog-sensitive cbk1-as2 kinase mutant strain; inhibition, % at 50 µM; 1.8% of 190,000 active; AID 868, 2007;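 active = inhibition above a set limit, 3 SD over mean compound inhibition, cut at about 8.4% in these data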;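 also: 0% = DMSO-only wells with no growth and 100% = 10 µM 1-NA-PP1 full growth; inhibition rescues growth on 5-FOA so higher OD means more RAM inhibition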
# PMI act hi M6P: human PMI activators, high substrate, primary screen, biochemical, fluorescence intensity, near-saturating mannose 6-phosphate; coupled PMI enzyme assay, resazurin fluorescence, 20 min; stronger effect = higher value; 1 = untreated enzyme, 0 = substrate-free blank; activation factor at 20 µM; 0.34% of 190,000 active;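 active = activation factor of 2 or more at 20 µM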
#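 Test system: human phosphomannose isomerase with PGI, G6PDH, diaphorase coupling enzymes / Doses: 20 µM compound, 1% DMSO / Times: enzyme reaction with compound 20 min at room temperature / Measured by: Diaphorase-driven resazurin-to-resorufin fluorescence, excitation 544, emission 590 nm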
# G6PDH CS: L. mesenteroides G6PDH inhibitors, counter-screen for G6PDH-coupled screening assays, biochemical, Leuconostoc mesenteroides enzyme. glucose-6-phosphate dehydrogenase [Leuconostoc mesenteroides]. Purified L. mesenteroides G6PDH, diaphorase/resazurin coupled fluorescence, 45 min. inhibition, % at 5 µM. 0.12% of 200,000 active. AID 1020, 2008
# Redox H2O2 prof: compounds producing H2O2 with reducing agent – biochemical, NIH compound library profiling, artefact control for MLSCN library redox annotation, primary screen; DTT-dependent redox cycling H2O2, phenol red/HRP absorbance; 100% = 100 µM peroxide control, 0% = buffer; activation, % at 10 µM; 0.03% of 200,000 active; AID 878, 2007;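 active = activation of at least 50% relative to the plate's high and low controls in the primary single-dose screen; inactive = activation below 50%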;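 also: compound incubated with DTT at 0.8 mM final as the reducing agent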
# TLR4 MyD88 comp: inhibitors of TLR4-MyD88 association in cells, primary screen, cell-based, HeLa CL3-4, BLA complementation, FRET ratio; HeLa CL3-4 TLR4/MyD88 BLA complementation; inhibition, % at 8.4 µM; 0.18% of 200,000 active; AID 861, 2007; in the data active = inhibition above about 25%;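 also: 0% = vehicle and 100% = reference inhibitor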
# * = called active by the depositor; nt = no result given. Rule as the data show it, unless noted: active = inhibition above about 50%; inactive = the rest. Not a hit list; 12% or so of the library scored in one or more.
SMILES,L major viab,Hsp70 activator,Diaph act CS,Diaph inh CS,S1P3 antagonist,PMI activator,RAM network inh,PMI act hi M6P,G6PDH CS,Redox H2O2 prof,TLR4 MyD88 comp
O=C(c1cc2cc([N+](=O)[O-])ccc2s1)N1CCOCC1,6,-0.3,1,2,4,1,1.3,1,-1,-1.1,-9
O=S(=O)(c1cc(Cl)ccc1Br)N1CCCCC1,4,-0.6,0.8,15,10,0.8,1.8,0.8,4,5.4,1
CC(C)C(O)C1CCN(Cc2nc(Cc3ccccc3Cl)no2)CC1 (stereo unspecified),1,0.1,1,4,-12,1,0.5,1.1,8,-1.3,-15
O=C(NC1CCCC1)C(c1c[nH]c2ccccc12)N(C(=O)Cn1nnc(-c2ccc(Cl)cc2)n1)c1ccccc1 (stereo unspecified),47,0.0,0.9,14,nt,1,3.8,1,12,-3.0,-5
COc1ccc(-c2nc3ccccc3s2)cc1,0,-0.4,0.9,6,-22,1,2.4,1,5,0.1,7
O=C(COc1cccnc1[N+](=O)[O-])NCc1ccco1,-2,-0.1,1,3,-10,1,0.5,0.3,1,-0.2,-7
COc1c(C)cc(C(=O)C2CCCN(Cc3cccc4nccnc34)C2)cc1C (stereo unspecified),99*,-0.1,0.9,8,-100,0.9,-0.6,0.9,10,0.6,-11
C=C(C)C(=O)Nc1cccc(C(C)=O)c1,35,-0.4,1.1,-9,nt,1.1,1.6,1.1,-2,0.1,-14
COc1ccc(/C(C)=N\n2cnnc2)cc1,-8,-0.4,1,4,2,1,6.4,1,2,0.0,6
O=C1CCCC2=C1C(c1cccs1)CC(=O)N2c1ccc(F)cc1 (stereo unspecified),4,0.0,0.9,6,-21,1,0.1,1,4,-1.3,-1
Cc1ccnc2c(N3C(=O)C4C5C=CC(C5)C4C3=O)cccc12 (stereo unspecified),-3,0.6,0.9,8,3,1,1.7,1,1,0.1,12
CCOC(=O)C1=C(N)OC2=C(C(=O)CC(C)(C)C2)C1c1ccoc1 (stereo unspecified),-5,-0.5,0.8,15,-38,0.9,0.9,0.9,4,-1.2,-3
CCC(=O)N1CCN(c2ccc(Cl)cc2NC(=O)Cc2ccccc2)CC1,19,-0.2,1,4,18,1,3.1,1,-23,0.6,9
O=C(CSc1cccc[n+]1[O-])CSc1cccc[n+]1[O-],99*,-0.4,0.9,11,-14,1.1,-1.2,1,-1,0.6,12
Cc1cc(/C=N/NC(=O)c2ccccn2)c(C)n1-c1cccc([N+](=O)[O-])c1,2,0.3,0.9,10,5,1.2,1.7,1,1,-2.1,0

# An excerpt of these results, with two lines to a compound.
# Fields: L major viab, Hsp70 activator, Diaph act CS, Diaph inh CS, S1P3 antagonist, PMI activator, RAM network inh, PMI act hi M6P, G6PDH CS, Redox H2O2 prof, TLR4 MyD88 comp
> CCOC(=O)C1=C(N)OC2=C(C(=O)CC(C)(C)C2)C1c1ccoc1 (stereo unspecified)
    -5, -0.5, 0.8, 15, -38, 0.9, 0.9, 0.9, 4, -1.2, -3
> CCC(=O)N1CCN(c2ccc(Cl)cc2NC(=O)Cc2ccccc2)CC1
    19, -0.2, 1, 4, 18, 1, 3.1, 1, -23, 0.6, 9
> O=C(CSc1cccc[n+]1[O-])CSc1cccc[n+]1[O-]
    99*, -0.4, 0.9, 11, -14, 1.1, -1.2, 1, -1, 0.6, 12

# The list goes on:
SMILES,L major viab,Hsp70 activator,Diaph act CS,Diaph inh CS,S1P3 antagonist,PMI activator,RAM network inh,PMI act hi M6P,G6PDH CS,Redox H2O2 prof,TLR4 MyD88 comp
COc1cccc(/C(O)=C2\C(=O)C(=O)N(c3ccccn3)C2c2ccccc2OC)c1 (stereo unspecified),-6,-0.2,0.8,22,nt,1,-1.3,1,2,-0.1,3
CC(=O)c1cc(C#N)c(NCc2cc(-c3ccccc3)no2)nc1C,-8,-0.3,1,4,-9,1,7.9,0.9,2,-1.1,7
CS(=O)(=O)N(CC(=O)Nc1cccnc1)c1ccc2c(c1)OCCO2,-3,-0.2,1,0,-13,1,-0.9,1.1,6,1.9,-7
COc1ccccc1NC(=O)/C=C1\NC(=O)CS1,88*,-0.1,0.9,12,-3,1,0.6,0.9,0,0.5,1
CCOC(=O)c1ccc(N2CSC3=C(C#N)C(c4ccc(OC)cc4OC)CC(=O)N3C2)cc1 (stereo unspecified),-5,-0.2,0.6,42,6,0.9,3.1,0.9,5,-2.6,-6
Cc1ccccc1CSCC(=O)c1c(N)n(C)c(=O)n(C)c1=O,1,-0.4,0.9,13,9,1,5.0,0.9,-9,-3.5,-10
CCC(=O)Nc1ccc(S(=O)(=O)c2ccc(NC(=O)CC)cc2)cc1,-8,-0.3,1,-2,2,0.9,-1.5,1,5,1.0,6
c1ccc(CSc2nnc(Cc3ccccn3)o2)cc1,9,-0.1,0.7,27,-12,1,1.8,0.8,6,-0.2,10
Cc1cc(Br)ccc1SCC(=O)OCC(=O)NC1CCCC1,-5,0.4,0.9,12,-17,1,17*,0.9,3,-0.4,0
CC(/C=C/c1ccc2c(c1)OCO2)=N/NC(=O)c1cccnc1,-3,0.7,0.9,10,9,1,0.0,1,10,-0.3,-9
Cc1cc(OCC(=O)NC(C)C)cc(C)c1Cl,2,-0.4,0.9,12,nt,1,0.2,1,5,1.2,7
O=C(NCc1ccco1)C(=O)NCC(c1ccco1)N1CCOCC1 (stereo unspecified),-3,-0.2,0.8,17,-16,1,-0.5,0.9,5,-0.2,12
Cn1cccc1-c1nc2ccc(NC(=O)c3ccc([N+](=O)[O-])cc3)cc2[nH]1,-2,-0.5,0.8,18,nt,0.9,0.7,1,1,0.3,-1
Cc1ccc(CC(=O)Nc2ccccc2-c2ccccc2)cc1C,70*,-0.1,0.8,19,-10,1,0.1,0.9,-4,-0.6,-3
O=C(COC(=O)c1cc(Cl)cc(Cl)c1)NCCN1C(=O)CSC1=O,-6,-0.3,1,-3,-7,0.4,0.6,1.1,5,-0.6,-13
Cc1nc2ccccc2nc1OCc1ccc([N+](=O)[O-])cc1,-1,-0.5,1,-4,-15,1,-0.1,1,-2,-0.9,8
CC(=O)n1nc(-c2ccccc2)nc1NCc1cccs1,-5,0.1,0.9,10,-10,1,1.4,1,-4,0.0,-11
COc1ccc(CNC(=O)/C=C/c2ccc(S(=O)(=O)N3CCOCC3)cc2)cc1,5,-0.4,0.9,11,-10,0.9,0.5,1,2,-0.5,0
CCOc1ccccc1N1CCN(C(=O)CCCN2C(=O)c3cccc4cccc(c34)C2=O)CC1,15,-0.2,0.8,23,-8,0.8,0.4,1,-20,0.1,3
CN1CCN(CC(=O)N2CCn3c4c(c5cc(C6CCCCC6)ccc53)CCCC42)CC1 (stereo unspecified),101*,-0.5,1.2,-17,-44,0.9,-1.9,0.9,5,1.2,0
Clc1ccc(OCCCCCN2CCCC2)c(Br)c1,98*,-0.1,0.8,23,5,0.9,1.4,0.8,18,-0.1,13
O=C(N/N=C\c1ccc(OC(=O)c2cccs2)cc1)c1ccc(Cl)cc1,-10,-0.1,1,-3,-12,0.9,2.4,1.1,3,0.3,8
CCOC(=O)N/N=C/c1cn(Cc2ccc(Cl)cc2)c2ccccc12,9,-0.3,0.9,8,19,1.1,1.8,1,-2,1.6,-12
CCN(CC(=O)Nc1ccc2c(c1)OCCO2)CC(=O)Nc1cc(C)on1,-4,-0.2,0.9,5,-7,1,-0.4,1,4,-0.4,8
Cc1cc(C)cc(NC(=S)NCCCN2CCOCC2)c1,12,0.3,0.9,7,-6,0.9,2.8,1.1,7,-0.2,-3
O=C(O)c1ccc2c(c1)nnn2C1CCCCC1,-1,-0.1,0.9,13,-17,1.1,1.6,1,2,0.8,12
Cc1nc2c(C)cccc2cc1C(=O)N/N=C/c1ccc(C(=O)O)cc1,-7,1.1,0.9,12,-12,0.9,4.3,0.9,14,-1.1,1
O=C(CCC1CCCC1)N1CCN(C(=O)c2ccco2)CC1,8,0.2,1.1,-6,-30,1.2,1.1,1.1,0,0.4,13
CC(=O)N=c1sc2c3ccccc3ccc2n1C,63*,-0.1,1,2,17,1,0.3,1,4,1.5,2
CN(C)CCn1nnc2c(=O)oc3ccccc3c21,-8,-0.1,0.9,7,-15,1,0.0,1,8,-0.1,-5
COc1ccc(-c2nnco2)cc1OC,-3,-0.3,0.8,18,-6,1,0.2,0.9,15,0.8,-1
Cc1[nH]c2ccccc2c1/C=N/NC(=O)c1cc(-c2cccs2)[nH]n1,24,0.2,0.8,19,6,0.9,0.3,0.9,-17,0.2,-22
Cc1cccc(OCC(=O)Nc2nonc2NC(=O)COc2cccc(C)c2)c1,-4,-0.4,nt,nt,nt,nt,3.3,nt,nt,2.3,1
Cc1c(C)n(C(=O)CSc2nncn2C)c2ccccc12,-6,-0.5,1,0,28,1.1,0.9,1,4,-7.6,0
COc1ccc2cc(-c3csc(-c4cccnc4)n3)ccc2c1,-2,-0.1,1.1,-9,nt,1.1,2.6,1.3,0,-1.1,7
CCNC(=O)C(=O)c1c(-c2ccccc2)[nH]c2ccccc12,-3,0.0,1,1,-3,1,-0.9,1,3,-0.5,6
O=C(NCCOc1ccccc1)c1ccc2c(c1)OCO2,-8,-0.5,0.8,17,18,0.9,-0.1,0.9,1,-2.4,15
O=C(N/N=C/c1ccncc1)c1cccc(N/N=C/c2ccncc2)c1,-6,-0.1,1.1,-13,-17,1.4,3.7,1.2,-4,-0.3,-6
C=CCn1c(CCNC(=O)c2ccccc2F)nnc1SCC(=O)Nc1nc2ccccc2s1,0,-0.6,0.9,10,nt,1,1.5,0.9,2,-0.1,7
COc1ccccc1NC(=O)C1=C(C)Nc2ncnn2C1c1ccc(C)o1 (stereo unspecified),-1,-0.3,1,0,-36,0.9,-1.1,1,2,2.2,-4
